Compound activity deposited in PubChem BioAssay by Fisher Drug Discovery Resource Center.
hcGAS inh: inhibitors of human cGAS | Q8N884 | recombinant h-cGAS, ATP depletion, Kinase-Glo luminescence | inhibition, % at 12.5 µM | 0.081% of 290,000 active | AID 1259398;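 note: 0% = vehicle reaction and 100% = reaction without DNA for no activity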
Target sequence (Q8N884 whole entry, looked up): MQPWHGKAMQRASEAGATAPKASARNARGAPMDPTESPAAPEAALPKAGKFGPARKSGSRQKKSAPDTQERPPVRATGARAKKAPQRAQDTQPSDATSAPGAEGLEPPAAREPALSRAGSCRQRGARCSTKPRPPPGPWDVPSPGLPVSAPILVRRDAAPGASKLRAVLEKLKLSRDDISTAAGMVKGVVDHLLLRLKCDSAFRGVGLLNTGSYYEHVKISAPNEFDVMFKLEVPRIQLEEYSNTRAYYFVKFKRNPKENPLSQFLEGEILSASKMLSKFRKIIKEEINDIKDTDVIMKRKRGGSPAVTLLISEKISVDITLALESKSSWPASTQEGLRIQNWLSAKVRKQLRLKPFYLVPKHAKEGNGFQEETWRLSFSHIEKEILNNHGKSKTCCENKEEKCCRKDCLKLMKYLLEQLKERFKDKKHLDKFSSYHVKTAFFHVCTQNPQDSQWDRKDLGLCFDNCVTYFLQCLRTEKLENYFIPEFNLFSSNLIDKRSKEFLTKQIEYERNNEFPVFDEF
NPYLR7 ag: mosquito NPYLR7 agonism. activation, % at 10 µM. 0.15% of 270,000 active. AID 1259423. HEK293T NPYLR7/Galpha15, GCaMP6s calcium fluorescence; in the data active = activation above about 40%;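 note: 0% = vehicle and 100% = reference agonist at the receptor; some compounds past the cut are filed as inactive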
mcGAS inh: mouse cGAS inhibition by luminescence | Q8C6L5 | recombinant cGAS, Kinase-Glo ATP depletion luminescence | inhibition, % at 12.5 µM | 0.15% of 160,000 active;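 note: 0% = negative control wells and 100% = reference inhibitor with no enzyme activity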
* = called active by the depositor; x = no result given; & = joins results of further samples. Cut-off read from the data, not from the text of the source, unless noted: active = inhibition above about 40%; inactive = the rest.

entry	Structure	hcGAS inh	NPYLR7 ag	mcGAS inh
1	COc1cccc(COC2CN(CC(C)C)C(=O)CN(C(=O)c3cccc(Cn4cccn4)c3)C2)c1 (stereo unspecified)	-4	3	-16
2	C/C(N[C@@H]1CSCC1O)=C1/C(=O)CC2[C@@H]1C2(C)C (stereo partly specified)	-4	6	-3
3	c1ccc(-n2cc(CN3CCCCC3c3nccs3)c(-c3ccc4c(c3)OCO4)n2)cc1 (stereo unspecified)	4	-5	-1
4	COc1cc(C(c2cc(Cl)c3cccnc3c2O)N2CCCC2)cc(OC)c1OC (stereo unspecified)	-6	3	x
5	CC(NC(=O)c1c(F)cccc1Cl)c1ccc(Cl)s1 (stereo unspecified)	-14	1	x
6	CCCn1cc(SCC(N)=O)c2ccccc21	-8	0	x
7	COc1cc2ncnc(Nc3cccc(Br)c3)c2cc1OC	0	-7	-6
8	CCc1nc2c(OCC3CCCCC3)cccn2c1N(C)C(=O)c1ccc(OC)cc1	-4	8	-2
9	Cc1ccc(NC(=O)c2cc(-c3cccn3C)nn2-c2cccc([N+](=O)[O-])c2)cc1	-3	5	-3
10	Cc1ccc2oc(-c3ccc(NC(=O)c4ccc(C)c([N+](=O)[O-])c4)cc3)nc2c1	-4	1	-5
11	N#Cc1sc2nc(C3CC3)cc(-c3ccccc3)c2c1N	-8	2	-6
12	O=C1CC2(CCCC2)C(=O)N1Cc1nnc(-c2ccc(Br)cc2)o1	-4	4	x
13	CCCSc1ncccc1C(=O)Nc1cc(C(C)(C)C)nn1-c1ccc(Br)cc1	-4	1	-1
14	COc1cc(OC)cc(-c2nnc(SCC(=O)N3CCOCC3)n2C2CCCCC2)c1	-4	-4	-2
15	Cc1c(Cl)cccc1NC(=O)Cn1nc2c(SCc3ccccc3)nccn2c1=O	-3	3	-3
16	Cc1nn(C2CCCCC2)c2c1C(c1ccc3c(c1)nnn3C)CC(=O)N2 (stereo unspecified)	-6	24	x
17	Cc1ccc(-n2nc3c(c2NC(=O)c2cccc4ccccc24)CS(=O)(=O)C3)cc1	-7	-4	x
18	Cc1cc(C)c(C(O)c2ncc(-c3cccc4ccccc34)[nH]2)c(C)c1 (stereo unspecified)	-10	0	x
19	COc1ccc(NC(=O)C2(C)CCN2C(=O)CC2CCCC2)cc1OC (stereo unspecified)	3	6	x
20	COc1ccccc1-c1nc(C(=O)NNC(=O)C2CCCC2)cs1	2	3	x

entry	Structure	hcGAS inh	NPYLR7 ag	mcGAS inh
21	COc1ccc(OC)c(CNCc2c(C)nc3ccccn23)c1	-3	2	x
22	N#CC1C(=O)NC(=S)C(C#N)C12CCCCC2 (stereo unspecified)	-2	-3	1
23	CCOc1ccc(-c2cc(C(=O)NCCCc3ccccc3)c3ccccc3n2)cc1	5	7	0
24	O=C(CSc1n[nH]c(C2CC2)n1)N1CCN(Cc2ccc(Cl)s2)CC1	-6	5	x
25	O=C(c1cccc(C(F)(F)F)c1)C1CCCN(C(=O)c2ccoc2)C1 (stereo unspecified)	-9	3	x
26	Cc1ccccc1Oc1cc(N2CCN(C(=O)c3ccc(Cl)cc3)C(C)C2)ncn1 (stereo unspecified)	-2	-1	-3
27	Cc1ccc(CN(Cc2ccc(F)cc2)C(=O)CN(Cc2ccco2)C(=O)c2ccc(Cl)cc2)s1	1	-11	-2
28	CCn1nnc2c(N3CCN(c4ccc(OC)cc4)CC3)ncnc21	-11	12	x
29	O=C(Nc1cccc(-c2ncn[nH]2)c1)C1CCN(c2cnccn2)CC1	-1	5	x
30	N#CC1(c2ccccc2)CCC2(CC1)Nc1ccccc1C(=O)N2CCCN1CCOCC1 (stereo unspecified)	-13	0	x
31	Cc1cccn2c(=O)cc(CN3CCCC3c3cccs3)nc12 (stereo unspecified)	1	4	x
32	Cc1[nH]nc(C(=O)N2CCCC2Cc2cccc(F)c2)c1Br (stereo unspecified)	-6	8	x
33	COc1c2c(c(C(=O)/C=C/C(C)=C/c3ccccc3)c3c1OCO3)CCN(C)C2	-3	3	1
34	CN(Cc1ccc(F)cc1)C(=O)c1cnn(-c2ccc(=O)[nH]n2)c1C(F)(F)F	2	1	x
35	CC(CN(C)C(=O)c1c(O)cccc1O)N1CCOCC1 (stereo unspecified)	-3	-5	-15
36	COc1ccc(NS(=O)(=O)c2ccc3c(c2)OCCO3)cc1OC	-3	10	x
37	CCC(Sc1ccc2nnc(-c3cccnc3)n2n1)C(=O)O (stereo unspecified)	3	-4	-3
38	Cn1ccnc1-c1ccc(N2CCCC(OCc3cccnc3)C2)nn1 (stereo unspecified)	-3	16	-11
39	O=C(Nc1cnc2n1CCCC2)c1ccncn1	-7	1	-23
40	Cc1cccnc1CN1CCN(C(=O)c2cc(C(C)C)on2)CC1	-1	-1	x

entry	Structure	hcGAS inh	NPYLR7 ag	mcGAS inh
41	CC(=O)Cn1c(=O)c2c(nc3n2CCCN3c2ccc(Oc3ccccc3)cc2)n(C)c1=O	-3	x	-1
42	COc1ccc(-c2ccc(C(=O)NCC3CCOCC3)c3occc23)c(C)c1	-5	10	-7
43	COc1ccccc1CN(CCN1CCOCC1)Cc1nc(C(=O)NC2CC2)co1	-9	19	-3
44	Clc1ccc(Cn2cc(-c3nc(-c4ccc5nc[nH]c5c4)no3)nn2)cc1	2	12	x
45	CC1(C)CC(NC(=O)CCc2cc(C(C)(C)C)c(O)c(C(C)(C)C)c2)CC(C)(C)N1	-6	-11	-9
46	COc1ccc(-c2nn(-c3cc(C)ccc3C)c(OC(C)=O)c2-c2ccc(NC(=O)c3ccccc3OC)cc2)c(OC)c1	-4	16	-5
47	Cc1cc(C)n(-c2ccc(SC(C)C(=O)NC(C)(C#N)C(C)C)nn2)n1 (stereo unspecified)	-2	1	-5
48	CC(O)(CC(=O)NCC(=O)O)CC(=O)OC1C(O)CC2(C)C3=C(CCC2C1(C)C)C1(C)CCC(C(CO)CCC(O)C(C)(C)O)C1(C)C(O)C3 (stereo unspecified)	-4	-4	-8
49	O=C(NCc1ccsc1)c1ccc(-c2cc(-c3ccc(Cl)cc3Cl)[nH]n2)cc1	-8	-1	-9
50	CCN(CCn1cccn1)c1nc2nonc2nc1NCc1cccs1	-5&-8	6&3	x
51	Oc1c(C(Nc2ccccn2)c2cccnc2)ccc2cccnc12 (stereo unspecified)	-4	1	x
52	O=C(Cc1ccccc1O)N1CCCC(CCc2ccc(F)cc2F)C1 (stereo unspecified)	-6	7	-14
53	Cc1ccc(C(=O)CSc2nccn(-c3ccc(F)cc3)c2=O)c(C)c1	-6	0	-7
54	O=C(CC1CC2CCC1C2)Nc1ccc(Oc2ncccn2)cc1 (stereo unspecified)	-8	4	-6
55	COCCN(Cc1ccc(C)cc1)Cc1ccccn1	-4	6	x
56	CCOC(=O)c1cnc(-c2ccc(OC)cc2)nc1NCc1cccc(F)c1F	-9	7	-7
57	COc1cc2c(Nc3ccc(NC(=O)c4ccccc4)cc3)ncnc2cc1OCCCN1CCOCC1	-3	-16	x
58	C=CCN(CC#Cc1ccccc1)C(=O)c1coc2c1C(=O)CCC2	-6	8	x
59	NCC1CC(=O)N(c2ccccc2)C1 (stereo unspecified)	-15	-2	x
60	COc1ccc(CN(C)S(=O)(=O)c2ccc3c(c2)CCCC3)c(OC)c1OC	-1	-5	-5

entry	Structure	hcGAS inh	NPYLR7 ag	mcGAS inh
61	CN1CCCCCC1C(=O)N1CCC(O)(Cn2ccnc2)CC1 (stereo unspecified)	-12	x	-5
62	CN1CC2(CCN(C(=O)CCc3nc4ccccc4[nH]3)C2)OC1=O (stereo unspecified)	-4	16	x
63	CNc1snc(C)c1C(=O)N1CCC(Oc2cc(C)ccc2C)CC1	0	-12	x
64	Cc1ccc2c(c1)N(C(=O)c1cn(C)nc1C)CC(C)O2 (stereo unspecified)	-9	-1	x
65	CC1CN(C(=O)Cn2cnc3c(nnn3C)c2=O)CC(C)O1 (stereo unspecified)	-6	0	x
66	Cn1nnc(NCc2ccc(OCc3ccccc3)cc2)n1	-6	-1	x
67	CCN(C)c1cccc(NC(=O)NCC2(O)CCN(C)CC2)c1	6	4	x
68	O=C(C1CCCC1)N1CCc2ccc(NC(=O)C3(c4ccccc4)CCOCC3)cc21	-7	-1	-9
69	COc1ccc(C(=O)N2CCSC23C(=O)N(Cc2ccccc2Cl)c2ccc(F)cc23)cc1 (stereo unspecified)	-8	7	-6
70	N#Cc1cccc(OC2CC3CCC(C2)N3C(=O)c2ccc(CSc3nccc(C(F)(F)F)n3)cc2)c1 (stereo unspecified)	-18	7	-8
71	CCOC(=O)C1(Cc2ccc(Cl)cc2)CCN(C(=O)c2cc3ccccc3o2)CC1	-7&-4	16&-8	-8&-5
72	COc1cc(-c2cnc(NC(C)=O)cn2)ccc1O	-7	1	x
73	COc1c(C)cnc(CN(C)C(=O)c2ccc(Br)o2)c1C	2	-6	-3
74	NC(=O)OCCNC(=O)c1cc2ccccc2oc1=O	-7	-2	-6
75	CCCc1cc(=O)[nH]c(SCCOc2ccc(Br)cc2)n1	-8	3	-6
76	Cc1ccc(NC2=NC(C)(C)N=C(N)N2)c(C)c1	-7	16	-3
77	COC(=O)Nc1cccc[n+]1C	7	-10	x
78	CCOc1ccc(NC(=O)CSc2nnc(NC(=O)c3ccccc3C(F)(F)F)s2)cc1	-1	-6	x
79	Cc1ccc(NC(=O)C(c2ccccc2)N2CCC(NS(C)(=O)=O)CC2)cc1 (stereo unspecified)	-14	1	-19
80	CCC(C)N(Cc1ccc(N(CC)CC)cc1OS(=O)(=O)c1ccc(OC)cc1)C(=O)NC(C)C (stereo unspecified)	-3	17	-4

entry	Structure	hcGAS inh	NPYLR7 ag	mcGAS inh
81	O=C(CCn1cnc2c([nH]c3ccc(F)cc32)c1=O)N1CCN(c2ncccn2)CC1	-2	x	0
82	Cn1ccnc1NC(=O)c1ccc(CN2CCC(Oc3ncccn3)CC2)cc1	-3	2	-2
83	CCCS(=O)(=O)N1CCN(c2nc(-c3ccccc3)nc(CC)c2Cc2ccccc2F)CC1	-1	5	-4
84	CC1CC(=O)CC(=O)C1C(=O)OC(C)(C)C (stereo unspecified)	3	-7	x
85	CNC(=O)c1ccccc1NC(=O)Cc1ccc(C)c(C)c1	-7	2	x
86	CCCOC(=NC1CCCCC1)NC(=O)c1cccc(OC)c1	-4	12	-7
87	COc1ccc(C(=O)NCCc2nnc3ccc(SCC(=O)N4CCOCC4)nn23)cc1	-4	5	-8
88	CC(=O)c1ccc(N2CCN(Cc3nc(-c4ccc(Cl)cc4)oc3C)CC2)cc1	2	5	-6
89	COc1ccc(-c2cnoc2-c2ccc(O)cc2O)cc1OC	-5	1	-9
90	CSc1ccc(C2C(C#N)C(=N)SC(=N)C2C#N)cc1 (stereo unspecified)	-6	0	x
91	Cc1cc(C)cc(NC(=O)c2c(C(=O)Nc3ccc(F)cc3)sc3nc(C)cc(=O)n23)c1	-4	2	-7
92	COc1ccc(-c2nc(CN3CCCC3c3nonc3C)c(C)o2)c(OC)c1 (stereo unspecified)	-2	19	x
93	Cc1cccc(NCC(=O)NNC(=O)c2ccccc2)c1C	-6	6	x
94	O=C(Nc1ccc(S(=O)(=O)C(F)F)cc1)C1CCOCC1	-7	2	x
95	Cc1ccc(-c2cnn3c(N4CCN(c5cccc(C)n5)CC4)cc(C)nc23)cc1	-4	-1	-9
96	CCCOc1ccc(S(=O)(=O)NCc2ccco2)cc1	-1	1	-6
97	CC(=O)Nc1cnc(-c2ccc(N)cc2)cn1	-8	3	x
98	COc1ccc(C(=O)NC2CCC(NC(=O)[C@H]3CCCN3C(=O)COc3ccc(Cl)cc3)CC2)cc1 (stereo partly specified)	-8	3	-6
99	CC1Cc2ccccc2N1CC(=O)N1CC(=O)Nc2ccccc21 (stereo unspecified)	-13	8	-9
100	Cc1ccc(-n2c(-c3ccc(Cl)cc3)n[nH]c2=S)cc1	-4	-4	-5

Some values from above.
In hcGAS inh, `COc1ccc(-c2nc(CN3CCCC3c3nonc3C)c(C)o2)c(OC)c1` (stereo unspecified) shows -2
In NPYLR7 ag, `CCCOc1ccc(S(=O)(=O)NCc2ccco2)cc1` shows 1

Going on with the list:
entry	Structure	hcGAS inh	NPYLR7 ag	mcGAS inh
101	COCCN(Cc1ccccc1C#N)Cc1cccn1Cc1ccccc1	-3	-5	-2
102	COc1cc(CC(=O)Nc2ccccn2)ccc1C	-6	0	x
103	CCOC(=O)N1CCN(C(=O)c2cc3nc(-c4ccc(Cl)cc4)cc(C(F)(F)F)n3n2)CC1	-7	-7	-3
104	Cc1cccc(CN2CCN(Cc3ncccc3C(=O)O)C(C)C2=O)c1 (stereo unspecified)	-5	16	x
105	O=c1c2ccccc2c(-c2ccccc2)nn1CC(O)c1cc(F)ccc1F (stereo unspecified)	1	7	-4
106	CCS(=O)(=O)Oc1ccc(Cl)cc1CN(CCN(C)C)C(=O)c1ccco1	-10	29	-6
107	Cc1ccc(C)c(Nc2nc(C)c([N+](=O)[O-])c(Nc3cc(C)ccc3C)n2)c1	2	-9	-1
108	NC(=O)c1ccc(NC(=O)CS(=O)(=O)c2cn(CC(=O)N3CCCC3)c3ccccc23)cc1	-7	-5	-7
109	Clc1ccccc1CNC1c2ccccc2-c2ccccc21	3	0	1
110	COC(=O)c1ccccc1NC(=O)c1cccn(OCc2cccc(C)c2)c1=O	-5	15	-5
111	COc1ccccc1/C=C/C=C1\N=C(c2cc(Br)ccc2OC)OC1=O	-5	2	-6

Down the list, quoted from above.
Compounds 86 to 89 in mcGAS inh, in turn: -7, -8, -6, -9
Compounds 86 to 89 in hcGAS inh, in turn: -4, -4, 2, -5
Compounds 86 to 89 in NPYLR7 ag, in turn: 12, 5, 5, 1

Some entries already given, showing only NPYLR7 ag.
cpd | compound | NPYLR7 ag
104 | Cc1cccc(CN2CCN(Cc3ncccc3C(=O)O)C(C)C2=O)c1 (stereo unspecified) | 16
105 | O=c1c2ccccc2c(-c2ccccc2)nn1CC(O)c1cc(F)ccc1F (stereo unspecified) | 7
106 | CCS(=O)(=O)Oc1ccc(Cl)cc1CN(CCN(C)C)C(=O)c1ccco1 | 29
